# KCNQ2 block – KCNQ2 potassium channel inhibitors, primary screen, cell-based, CHO-K1, FluxOR thallium flux, B-score (AID 2156) | 310,000 compounds, 1.1% hits | B-score at 10 µM | 20 min; active compounds read low | Potassium voltage-gated channel subfamily KQT member 2 (Rattus norvegicus), O88943;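 active means fluorescence ratio B-score at most minus 3 library SDs, with starting brightness B-score within 2 library SDs, cut at about -5.5 in these data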
# STK33 kinase inh – inhibitors of purified STK33 kinase, primary screen, biochemical, ADP-Glo luminescence, homogeneous, cell-free; MBP phosphorylation; inhibition, % at 10 µM; 320,000 compounds, 0.073% hits; AID 2661, 2010;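 active means inhibition at or above 25%, using the most active replicate where run in duplicate; inactive means inhibition below 25%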
# Target sequence (Q9BYT3 whole entry, looked up): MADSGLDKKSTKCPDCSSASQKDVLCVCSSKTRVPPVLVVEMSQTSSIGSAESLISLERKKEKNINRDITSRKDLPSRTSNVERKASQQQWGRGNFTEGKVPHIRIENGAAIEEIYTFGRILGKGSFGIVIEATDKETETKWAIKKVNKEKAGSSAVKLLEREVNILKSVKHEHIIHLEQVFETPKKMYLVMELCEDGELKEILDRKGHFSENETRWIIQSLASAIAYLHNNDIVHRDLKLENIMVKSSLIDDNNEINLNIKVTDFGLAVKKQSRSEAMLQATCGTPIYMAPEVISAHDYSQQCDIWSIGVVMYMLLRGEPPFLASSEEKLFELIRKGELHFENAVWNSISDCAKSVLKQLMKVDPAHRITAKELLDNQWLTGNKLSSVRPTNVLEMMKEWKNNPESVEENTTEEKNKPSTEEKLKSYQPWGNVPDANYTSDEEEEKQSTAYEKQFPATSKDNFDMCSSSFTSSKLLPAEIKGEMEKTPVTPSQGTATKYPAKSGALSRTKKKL
# Kir21 inh – inhibitors of mouse Kir2.1 inward-rectifier potassium channel. B-score at 10 µM. Inward rectifier potassium channel 2 (Mus musculus), P35561. HEK293-Kir2.1, FluxOR thallium flux fluorescence; active compounds read low. AID 1672, 2009. 310,000 compounds, 0.85% hits;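 active means fluorescence ratio B-score at or below minus 3 SD of library scores, with starting-brightness B-score within 2 SD, cut at about -4.2 in these data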;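 further: channel flux triggered by added potassium and thallium sulfate stimulus; B-score of peak minus minimum fluorescence over baseline after thallium stimulus; more negative B-score means stronger Kir2.1 block with less thallium influx; some compounds called inactive have numbers as strong as hits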
# Target sequence (P35561 whole entry, looked up): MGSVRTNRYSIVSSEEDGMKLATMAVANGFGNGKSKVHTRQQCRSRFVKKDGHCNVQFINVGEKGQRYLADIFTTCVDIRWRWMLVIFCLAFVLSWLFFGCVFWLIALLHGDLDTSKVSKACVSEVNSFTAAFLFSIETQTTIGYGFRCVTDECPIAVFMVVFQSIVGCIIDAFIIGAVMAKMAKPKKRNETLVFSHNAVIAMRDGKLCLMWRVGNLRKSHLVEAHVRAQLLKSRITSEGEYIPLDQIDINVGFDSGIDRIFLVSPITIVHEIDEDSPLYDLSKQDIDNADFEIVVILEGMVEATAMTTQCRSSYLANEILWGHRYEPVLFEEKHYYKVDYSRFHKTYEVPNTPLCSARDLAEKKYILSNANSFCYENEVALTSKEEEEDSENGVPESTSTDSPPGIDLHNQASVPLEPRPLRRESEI
# Starred values were filed as active, the others as inactive; i = inactive; · = not tested or not shown.
mol	STK33 kinase inh	Kir21 inh	KCNQ2 block
CCc1ccc(CN2CCCC(CNC(=O)c3cc(OC)cc(OC)c3)C2)cc1 (stereo not given)	-2.1	-0.44	i
Cc1csc(=Nc2ccccc2)n1C	-3.4	-1.3	i
Cc1ccc2[nH]c3c(=O)n(CC(=O)NCCCN4CCN(c5ccc(F)cc5)CC4)ncc3c2c1	-1.1	0.98	i
O=C(CNC(=S)NC(=O)c1ccc(Cl)cc1)c1ccccc1	-1.4	0.03	i
C=CCOc1ccc(/C=N/NC(=O)CC(=O)NC2CCCCC2)cc1	0.7	-0.37	i
Cc1cccc(C)c1OCC(=O)Nc1ccccc1N1CCCCC1	-1.2	1.1	i
CC(C)(C)C(=O)N1CCC(O)(CS(=O)(=O)Cc2ccccc2)CC1	-1.7	-2.2	i
CCCCSc1nnc(-c2cc3c(C(F)(F)F)nn(C)c3s2)n1C	2.1	-0.25	i
CCCc1n(CC(O)COC2CCCCC2)c2ccccc2[n+]1C (stereo not given)	-2.6	-2.3	i
COc1cccc(N2CCN(C(=O)c3ccc(CSc4nc5ccncc5[nH]4)cc3)CC2)c1	-3.4	-0.12	i
CC(C)(C)n1cnc(C(N)=O)c1N	-1.1	-0.09	i
CN=C(C)c1c(O)c2ccccc2oc1=O	3.4	-0.09	i
CCOC(=O)c1[nH]c2ccccc2c1NC(=O)C1CCCCC1	-1.4	0.47	i
CCC(=O)c1ccc(OCC(=O)OCC(=O)N(C)CC(=O)Nc2ccc(F)cc2)cc1	-0.7	-0.56	i
CCCN(c1ccc(OCC)cc1)S(=O)(=O)c1ccc2c(c1)CCN2C(=O)CCC(=O)O	-0.7	-0.68	i
Cc1ccc(CC(=O)Nc2cccc(S(=O)(=O)N3CCOCC3)c2)cc1	-1.1	-0.06	i
O=C(NCCc1ccc(Cl)cc1)c1cnccn1	-1.4	2.7	i
O=C(NCC1CCCO1)C1CCN(C(=O)c2ccc(Cl)cc2)CC1 (stereo not given)	1.7	0.71	i
NS(=O)(=O)c1ccc(CNS(=O)(=O)c2cc(C(=O)O)ccc2Cl)cc1	-1.0	-1	i
COc1ccc(CCC(=O)Nc2cnc3ccccc3c2)cc1	0.4	-0.06	i
Cc1ccc(-n2cc3c(=O)n(C)c(=O)n(C)c3c2)cc1C	1.5	1.5	i
COc1ccccc1/C=C(/C(=O)OCC(N)=O)c1ccccc1	-0.9	-0.86	i
CCCNS(=O)(=O)/C=C/c1ccccc1	-0.7	-0.62	i
COc1ccc(NC(=O)C(CCS(C)(=O)=O)N2C(=O)c3ccccc3C2=O)cc1 (stereo not given)	-0.3	2.7	i
CCC(=O)N1CCc2cc(Br)cc(S(=O)(=O)C3(C(=O)OC)CC3)c21	-0.6	-0.01	i
O=C(C1=C[C@H](C2CC2)C[C@H](OCc2ccc(CO)cc2)O1)N1CCN(Cc2ccccc2)CC1	0.1	-0.83	i
COc1ccc(/C=N/Nc2ccc(C(F)(F)F)cc2[N+](=O)[O-])cc1	-1.1	0.72	i
COC(=O)c1cc(COC(=O)c2nc3nc(C)cc(C)n3n2)oc1C	1.2	0.66	i
CCc1cc(=O)oc2cc(C)cc(OC(C)C(=O)NCCN3CCOCC3)c12 (stereo not given)	-0.6	-0.42	i
Cc1cccc(NS(=O)(=O)c2nnc(NC(=O)c3ccc(Cl)cc3)s2)c1	0.0	-1.8	i

# 5 entries picked at random from the list so far, as already listed:
mol	STK33 kinase inh	Kir21 inh	KCNQ2 block
NS(=O)(=O)c1ccc(CNS(=O)(=O)c2cc(C(=O)O)ccc2Cl)cc1	-1.0	-1	i
COc1ccc(/C=N/Nc2ccc(C(F)(F)F)cc2[N+](=O)[O-])cc1	-1.1	0.72	i
CN=C(C)c1c(O)c2ccccc2oc1=O	3.4	-0.09	i
CCC(=O)N1CCc2cc(Br)cc(S(=O)(=O)C3(C(=O)OC)CC3)c21	-0.6	-0.01	i
CCCN(c1ccc(OCC)cc1)S(=O)(=O)c1ccc2c(c1)CCN2C(=O)CCC(=O)O	-0.7	-0.68	i

# Other structures follow:
mol	STK33 kinase inh	Kir21 inh	KCNQ2 block
O=S1(=O)CC(O)C(N=Nc2c(O)n(Cc3ccccc3)c3ccccc23)C1 (stereo not given)	0.3	2.8	i
O=C1N(C2CCCC2)C[C@@H]2C[C@@H](c3cccn3-c3nccs3)N3CCC[C@@]123	-1.2	0.52	i
O=c1[nH]c(=S)[nH]nc1Cc1ccc(Cl)c(Cl)c1	-1.8	-2.5	i
Cn1c(=O)c(-c2ccccc2)c(O)c2ccccc21	-4.5	0.04	i
Fc1ccc(C2CC(c3ccco3)=Nc3ccccc3S2)cc1 (stereo not given)	-1.5	0.18	i
CCn1cnc2sc(C(=O)N3CCN(Cc4ccc5c(c4)OCO5)CC3)c(C)c2c1=O	-0.1	2.6	i
Fc1ccc(CN(Cc2ccccc2)C(c2cccs2)c2nnnn2C2CCCCC2)cc1 (stereo not given)	-0.1	0.07	i
CC(C)CC(=O)NC(=S)Nc1sc2c(c1C(N)=O)CCC2	0.1	1.3	i
CC(C)CC(=O)N1CCN(Cc2cccc([N+](=O)[O-])c2)CC1	0.2	0.57	i
CSc1ccc(/C=C/C(=O)NC23CC4CC(CC(C4)C2)C3)cc1	1.6	-1.6	i
CC(=O)Nc1ccc(CN2CCN(CC(C)C)C(CCO)C2)cc1 (stereo not given)	0.4	-1.2	i
O=C(N/N=C/c1ccc([N+](=O)[O-])cc1)c1cnccn1	-1.9	-0.51	i
O=C(Nc1ccccc1)C1=C(O)CC(c2ccoc2)CC1=Nc1ccccc1 (stereo not given)	-0.4	-0.06	i
CCCCC12CN3CCN(CC(C3)/C1=N\NC(=O)c1ccccc1N)C2	0.4	-0.73	i
CCOc1ccc(-c2c[n+](=O)c3c(n2[O-])CCCC3)c(OCC)c1	-0.7	1.2	i
CC(=O)Nc1ccc(-n2c(C)ccc2-c2ccccc2)cc1	0.0	1	i
Cc1nc(N2CCN(C(c3ccccc3)c3ccccc3)CC2)[nH]c(=O)c1C	·	-1.9	i
COC(=O)/C(=C/c1cccc([N+](=O)[O-])c1)NC(=O)c1ccc(OC)cc1	0.2	-0.13	i
CCc1ccc(OC)c(S(=O)(=O)Nc2ccc(Cc3ccncc3)cc2)c1	-1.2	-0.7	i
COC(=O)c1ccc(-n2nnnc2SCC(=O)N2CCCCC2)cc1	0.1	-0.41	i
CCC(=O)N1CCC2(CC1)Oc1ccc(F)cc1C(=O)C21CC(c2ccc(Cl)cc2)=NO1 (stereo not given)	0.7	0.21	i
CN1CCN(c2ccc(Cl)cc2NC(=O)c2ccc(S(=O)(=O)N(C)C)cc2)CC1	-0.5	-0.88	i
Cc1ccc(C(=O)C(C)Sc2nnc(N)s2)cc1 (stereo not given)	0.0	0	i
O=[N+]([O-])c1cccc(CN2[C@@H](Cc3ccccc3)COCCS2(=O)=O)c1	-0.1	-0.44	i
CN(C)CC(C)(C)CNC(=O)C1CCN(CCCc2ccccc2)CC1	-1.6	-0.28	i
Cc1ccc(N(Cc2ccc(C(=O)NCCSc3ccccn3)cc2)S(C)(=O)=O)cc1C	-0.8	-1.9	i
C=CCNC(=O)c1ccccc1NC(=O)COc1ccc(OC)cc1	1.4	0.38	i
CC(Oc1ccc(F)cc1)C(=O)Nc1cc(Cl)ccc1-n1cncn1 (stereo not given)	0.4	-2.9	i
COc1cc(OC)c2c(C)cc(=O)oc2c1C(CCN1CCOCC1)c1ccc(N(C)C)cc1 (stereo not given)	-2.5	0.65	i
CCOC(=O)C1CCCN(S(=O)(=O)c2ccc(OC)cc2)C1 (stereo not given)	5.5	1.1	i

# An excerpt from above, showing only KCNQ2 block and STK33 kinase inh.
molecule | KCNQ2 block | STK33 kinase inh
Cc1cccc(C)c1OCC(=O)Nc1ccccc1N1CCCCC1 | i | -1.2
CC(C)(C)C(=O)N1CCC(O)(CS(=O)(=O)Cc2ccccc2)CC1 | i | -1.7

# Further records:
mol	STK33 kinase inh	Kir21 inh	KCNQ2 block
COc1ccc(-c2csc3ncnc(N4CCN(c5cccc(C)c5C)CC4)c23)cc1	-1.3	-0.67	i
CCOC(=O)CSc1cc(C)c(C#N)c2nc3ccccc3n12	-0.3	-0.45	i
O=c1[nH]cnc2c([N+](=O)[O-])cccc12	0.4	-0.01	i
COc1cc(C(=O)Nc2nncs2)cc(OC)c1OC	-4.8	-0.22	i
CCOC(=O)CN(C(=O)CSc1nnc(-c2ccncc2)n1CCCOC)c1ccccc1	2.6	0.01	i
Cc1cc(F)ccc1S(=O)(=O)N1CCCOC1CNC(=O)C(=O)NCc1ccncc1 (stereo not given)	-0.9	-0.46	i
COc1ccc(N2CCN(C(=O)c3c(-c4ccccc4)noc3C)CC2)cc1	-0.1	-1.3	i
N#CNC(=Nc1ccc(F)cc1)SCc1ccccc1	2.2	-1.4	i
CN(CC(=O)NCc1ccccc1)S(=O)(=O)c1cnc[nH]1	-1.3	-1.5	i
CCc1ccc(OCC(O)CN2CCN(c3ccccc3)CC2)cc1 (stereo not given)	-0.9	-2.1	i
COc1ccc(-c2c[n+](CC(=O)N3c4ccccc4Sc4ccccc43)c3n2CCC3)cc1	-0.4	0.9	i
COC(=O)CN1C(=O)C(C)(C)Oc2ccc(C(=O)NC3CC3)cc21	-1.2	0.05	i
COc1ccc(NC(=O)CNC(c2ccccc2)c2ccccc2)cc1	0.6	-0.03	i
CC(C)(C)C(=O)Nc1ncc(C(F)(F)F)cc1Cl	-0.5	-0.19	i
C/C=C(\C)c1nnc(NC(=O)OCC)s1	-0.6	0.3	i
COc1ccc(C(=O)OCC(=O)NC2CC2)cc1[N+](=O)[O-]	-1.8	0.18	i
c1ccc2sc(C3CCN(Cc4nnnn4Cc4ccc5c(c4)OCO5)CC3)nc2c1	-0.1	-0.06	i
O=C(CSc1nnc(C2CCCCC2)n1Cc1ccccc1)NCc1ccco1	0.2	0.38	i
COc1cccc(OC)c1-c1nn2c(-c3ccco3)nnc2s1	-0.6	0.88	i
Cc1nn(C(C)C(=O)NCC2CCCO2)c(=O)c2cc3occc3n12 (stereo not given)	1.0	1	i
COc1ccc(-c2nnc(NC(=O)c3ccco3)s2)cc1	0.2	-0.6	i
Cc1ccc(S(C)(=O)=NS(=O)(=O)c2cccc3nsnc23)cc1 (stereo not given)	-0.7	0.14	i
Cc1cc(NC(=O)CCC(=O)N(Cc2ccco2)C2(C(=O)NC3CCCCC3)CCCCC2)no1	-1.0	-0.08	i
Cn1c(=O)oc2cc(S(=O)(=O)NCCC(=O)NCCc3ccccc3)ccc21	0.5	-0.18	i
N#C/C(=C/c1ccc(OCc2ccc(C(=O)O)cc2)cc1)C(=O)Nc1ccccc1	-0.5	-1.2	i
CC(C)CCC(CC(C)O)C(=O)NNC(=S)Nc1ccccc1 (stereo not given)	-0.1	0.79	i
O=C1CC(c2ccc(S(=O)(=O)Nc3cc(C(F)(F)F)cc(C(F)(F)F)c3)cc2)CN1 (stereo not given)	-1.7	-1.1	i
O=C(CN1C(=O)c2ccccc2S1(=O)=O)Nc1ccc(S(=O)(=O)Nc2ncccn2)cc1	·	0.39	i
O=[N+]([O-])c1ccc(C2CN=C(Nc3ccccc3)S2)cc1 (stereo not given)	0.5	-0.08	i
COc1cc(OC)c(OC)cc1NC(=O)CC1COc2ccccc2O1 (stereo not given)	0.0	1.2	i
CC(=O)c1cc(-c2ccccc2)n(CCC(=O)NC2CCCCCCC2)c1C	0.4	0.14	i
O=C(Nc1cccc(Cl)c1)N1CCCC1	1.6	-1.6	i
CCCOc1ccc(C2=NNC(=O)CC2)cc1	-0.8	2.5	i
CC(C)(C)c1ccc(C(=O)N2CCN(CCNC(=O)C(=O)NCc3ccc(Cl)cc3)CC2)cc1	1.2	0.84	i
CC(C)(C)c1ccc(-c2cn(-c3ccc(Br)cc3)c3[n+]2CCCS3)cc1	·	-1.3	i
COC(=O)c1sc(NC(=S)NC(=O)c2cccc(Br)c2)nc1C	-3.1	0.2	i
CCn1cc(/C=N\NC(=O)c2csc3ccccc23)c(C)n1	0.1	0.86	i
CCOc1ccc(CC(=O)OCn2nnc3ccccc3c2=O)cc1	-0.1	0.46	i
CS(=O)(=O)NNC(=O)c1sccc1OCc1ncc(C(F)(F)F)cc1Cl	-1.7	1.1	i
CN(C)c1nc(OCCNC(=O)Nc2ccc(Cl)cc2)nc(N(C)C)n1	-0.4	-0.38	i
CC1CCCN(CCCNC(=O)c2nn(C)c3c2CS(=O)(=O)c2ccccc2-3)C1 (stereo not given)	-1.9	0.17	i
CSc1nc(SCC(=O)NCc2ccco2)c2c3c(sc2n1)COC(C)(C)C3	-4.2	-1.2	i
O=C(c1cnn2c(-c3ccccc3)cc(-c3ccccc3)nc12)N1CCN(Cc2ccccc2)CC1	-0.7	0.02	-8.9*
O=C(Nc1cc(Cl)ccc1-n1cncn1)c1ccc(Br)o1	5.5	0.5	i
COCCn1c(SCc2ccc(F)cc2)nc2ccccc2c1=O	0.7	-0.08	i
Clc1cccc(-c2nc(NCCN3CCOCC3)c3ccccc3n2)c1	2.6	0	i
c1csc(-n2nc3ccccc3n2)c1	3.3	-0.33	i
